Assay outcomes from PubChem BioAssay.
Rab7 wt GTP bind: modulators of GTP binding to Rab7, primary screen, biochemical, wildtype, multiplex bead flow cytometry; GST-Rab7 beads, fluorescent GTP binding; actives lie on both sides; untreated = 100%, excess cold GTP = 0%; AID 758, 2007; GTP binding activity (percent of control), % at 10 µM; 0.055% of 190,000 active;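 active = fluorescent GTP binding to Rab7 beads changed by at least 20 points from the 100% baseline, either direction, mostly lower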;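 also: median green fluorescence of bound Bodipy-FL-GTP per Rab7 bead population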
Cdc42 wt: modulators of GTP binding to wildtype Cdc42, primary screen, biochemical, multiplex bead flow cytometry, Bodipy-GTP. GST-Cdc42 beads; actives lie on both sides. 0.2% of 190,000 active. Cell division control protein 42 homolog (Homo sapiens), P60953. percent activity (GTP binding), % at 10 µM;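 active = percent activity GTP binding at least 20 points away from the 100% baseline, either down as inhibitor or up as activator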;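 also: median bead fluorescence of bound Bodipy-FL-GTP at 100 nM; 0% = excess unlabeled GTP control and 100% = no compound control; below 100% means less GTP binding so inhibitor and above means activator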
Target sequence (P60953 whole entry, looked up): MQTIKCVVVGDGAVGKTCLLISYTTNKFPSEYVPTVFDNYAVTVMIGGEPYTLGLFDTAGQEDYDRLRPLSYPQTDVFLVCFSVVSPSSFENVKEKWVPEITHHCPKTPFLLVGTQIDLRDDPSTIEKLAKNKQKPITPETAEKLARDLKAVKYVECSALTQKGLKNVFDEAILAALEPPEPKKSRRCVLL
Rab2A wt mod: modulators of GTP binding to Rab2A wildtype, primary screen, biochemical, dog, bead-based flow cytometry, multiplex | GTP binding activity, % at 10 µM | GST-Rab2 wt beads, Bodipy-GTP binding | Ras-related protein Rab-2A (Canis lupus familiaris), P61105 | 0.19% of 190,000 active;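 active = GTP binding activity at least 20 points away from 100%, either lowered or raised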;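 also: 0% = beads with excess unlabeled GTP and 100% = no-compound control corrected for plate trend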
Avidin fluor: green autofluorescence of compounds with avidin beads – biophysical, 488/530 nm, flow cytometry, artefact control, profiling panel. compound fluorescence 488/530 nm; stronger effect = higher value. fluorescence (KMESF) at 10 µM. 0.38% of 220,000 active. AID 1775, 2009; in the data active = fluorescence above about 47; also: inactives centre near 10
ABCG2 inh: ABCG2 efflux pump inhibitors, primary screen, multiplex with ABCB1, IgMXP3 cells, flow cytometry | JC-1 efflux | 0.1% of 190,000 active | inhibition, % at 6.6 µM;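 active = inhibition above 80%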;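 also: 0% = DMSO and 100% = nicardipine control wells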
Target sequence (Q9UNQ0 whole entry, looked up): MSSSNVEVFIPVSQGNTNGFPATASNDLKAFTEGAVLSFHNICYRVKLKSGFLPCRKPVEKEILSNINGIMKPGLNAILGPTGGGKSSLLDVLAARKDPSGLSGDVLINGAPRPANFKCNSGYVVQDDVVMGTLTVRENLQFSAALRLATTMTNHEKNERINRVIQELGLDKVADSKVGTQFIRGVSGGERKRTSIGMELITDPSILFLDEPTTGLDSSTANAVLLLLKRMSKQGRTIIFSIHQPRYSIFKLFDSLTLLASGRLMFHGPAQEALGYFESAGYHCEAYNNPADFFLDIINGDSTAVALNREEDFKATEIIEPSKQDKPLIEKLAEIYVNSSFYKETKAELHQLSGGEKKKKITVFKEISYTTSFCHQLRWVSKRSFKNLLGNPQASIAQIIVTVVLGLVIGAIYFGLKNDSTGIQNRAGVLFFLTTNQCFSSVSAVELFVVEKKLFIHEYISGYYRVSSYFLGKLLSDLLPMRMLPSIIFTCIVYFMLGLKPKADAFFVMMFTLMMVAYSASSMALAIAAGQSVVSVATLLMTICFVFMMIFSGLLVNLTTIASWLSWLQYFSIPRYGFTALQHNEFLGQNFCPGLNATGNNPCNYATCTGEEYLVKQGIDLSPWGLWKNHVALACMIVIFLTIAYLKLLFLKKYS
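Test system: IgMXP3 (ABCG2) plus far-red-tagged CCRF-Adr (ABCB1) cells. Reagent: JC-1 dye as substrate. Timing: 10 min exposure at 25 °C with rotation, no wash. Measured by: flow cytometric JC-1 green MFI at 530 nm. Read-out: percent efflux inhibition, scaled nicardipine 100% to DMSO 0%. Control set: nicardipine and DMSO wells.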
Pf gametocyte: late stage P. falciparum gametocyte viability inhibitors, primary screen, ATP luminescence, HTS; P. falciparum stage V gametocytes, 24 h; inhibition, % at 10.9 µM; AID 743093, 2013; 0.065% of 150,000 active;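 active = inhibition above the mean plus 3 SD of compounds within the control limits, set per campaign, cut at about 38% in these data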;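 also: 0% = DMSO wells and 100% = medium only without gametocytes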
HRas wt GTP bind: modulators of GTP binding to HRas wildtype, primary screen, biochemical, bead-based flow cytometry, multiplex | GTP binding activity, % at 10 µM | 0.14% of 190,000 active | GTPase HRas (Homo sapiens), P01112 | GST-Ras wt beads, Bodipy-FL-GTP binding; actives lie on both sides;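 active = GTP binding activity at least 20% away from the 100% baseline, either lowered as inhibitor or raised as activator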;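 also: 0% = unlabeled GTP competition control and 100% = no-compound control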
Target sequence (P01112 whole entry, looked up): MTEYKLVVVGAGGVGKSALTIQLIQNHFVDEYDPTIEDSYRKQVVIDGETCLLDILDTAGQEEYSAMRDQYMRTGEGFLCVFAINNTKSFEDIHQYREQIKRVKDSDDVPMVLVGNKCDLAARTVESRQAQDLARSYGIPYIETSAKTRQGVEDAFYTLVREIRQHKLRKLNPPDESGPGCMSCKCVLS
Rac1 wt modul: wildtype Rac1 GTP binding modulators, primary screen, biochemical, GST-Rac1 beads, flow cytometry, multiplex. Ras-related C3 botulinum toxin substrate 1 (Homo sapiens), P63000. fluorescent GTP binding; actives lie on both sides; 0 = cold GTP competed, 100 = untreated. GTP binding activity (% of control), % at 10 µM. 0.27% of 190,000 active;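 active = GTP binding activity at least 20 points away from the 100% control level, either lower or higher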
Rac1 mut GTP: GTP binding modulators of activated mutant Rac1, primary screen, biochemical, bead-based flow cytometry, multiplex, fluorescent GTP. Ras-related C3 botulinum toxin substrate 1 (Homo sapiens), P63000. GST-Rac1 activated beads; actives lie on both sides; 100% means binding = to untreated wells. percent activity (GTP binding), % at 10 µM. 0.11% of 190,000 active. AID 764, 2007;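 active = GTP binding at least 20 percentage points away from the 100% baseline, in either direction, so actives lie on both sides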
ABCB1 inh: ABCB1 efflux pump inhibitors, primary screen, cell-based, multiplex, flow cytometry, ABCG2 counter-screen. AID 1326, 2008. 0.067% of 190,000 active. ATP-dependent translocase ABCB1 (Homo sapiens), P08183. CCRF-Adr cells, JC-1 efflux. inhibition, % at 6.6 µM; in the data active = inhibition above about 40%;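 also: 0% = vehicle and 100% = reference inhibitor; higher value means more JC-1 retained so stronger ABCB1 efflux block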
GSH bead fluor: compound fluorescence on glutathione beads, profiling panel, artefact control, biophysical, 488/530 nm, flow cytometry | GSH beads flow cytometry, compound fluorescence 488/530 nm; stronger effect = higher value | fluorescence (KMESF) at 10 µM | 0.25% of 190,000 active | AID 1776, 2009; in the data active = fluorescence above about 89;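 also: glutathione beads carrying GST-tagged Bcl family fusion proteins plus one bare bead set; values are compound well signal with DMSO vehicle wells as background; inactives centre near 16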
* marks the source's active call; other numbers are inactive results; . = no result given. Hits appear at their usual frequency; overall some 1.1% were active at least once.

cpd	mol	Rab7 wt GTP bind	Cdc42 wt	Rab2A wt mod	Avidin fluor	ABCG2 inh	Pf gametocyte	HRas wt GTP bind	Rac1 wt modul	Rac1 mut GTP	ABCB1 inh	GSH bead fluor
1	O=C(Nc1ccc(-c2nnc(-c3ccco3)o2)cc1)C(c1ccccc1)c1ccccc1	104	100	100	11	3	.	102	105	100	1.1	57
2	CCN(CC)c1cc(Cl)nc(N)n1	91	91	93	13	-1	.	89	94	92	-0.2	12
3	CC(C)Cn1c(SCC#N)nc2ccccc2c1=O	104	99	101	19	2	11	101	100	95	0.2	13
4	CC(C)(C)N(NC(=O)OCc1ccccc1)C(=O)c1ccccc1Cl	99	104	100	13	5	-7	101	106	99	0.3	15
5	CCOC(=O)c1ccc(NC(=O)CCc2nc(-c3ccc(Cl)cc3)no2)cc1	98	101	101	8	1	.	101	99	96	0.2	70
6	O=C(O)C1CC(=O)N(c2ccc(OCc3ccccc3)cc2)C1 (stereo not given)	104	102	101	9	1	.	101	108	98	0.2	13
7	COc1cc(C(O)P(=O)(OC2CCCCC2)c2ccc(N(C)C)cc2)cc(OC)c1OC (stereo not given)	96	102	101	14	0	-11	102	100	99	-0.1	23
8	O=[N+]([O-])c1ccc2nc(CN3CCCCC3)[nH]c2c1	98	97	97	5	7	18	98	101	98	0.6	24
9	Cc1ccc(NC(=O)CCn2c(=O)[nH]c3ccsc3c2=O)cc1	96	100	97	21	5	12	98	100	96	0.0	9
10	COc1cc(CNCCc2ccc(S(N)(=O)=O)cc2)ccc1OCc1ccc(Cl)cc1	100	103	100	14	-2	.	101	103	97	-6.1	29
11	COc1ccc(C(=O)/C=C/N2CCCCC2)cc1OC	98	97	98	15	4	.	102	103	97	0.1	41
12	O=C(CSc1ccccc1)N(c1ccc(Br)cc1)c1nccs1	99	98	98	9	6	-1	98	101	100	1.9	4
13	CC(NC(=O)c1ccc(Cl)cc1)c1nnc(SCc2ccc([N+](=O)[O-])cc2)n1C (stereo not given)	98	103	104	4	1	.	101	105	102	0.1	18
14	CS(=O)(=O)c1ccc(C(=O)Nc2cc(S(C)(=O)=O)ccc2Cl)cc1	98	101	97	13	0	13	98	98	97	0.1	12
15	C/C=C/Cn1c(Br)nc2c1c(=O)n(C)c(=O)n2C	104	101	101	11	29	.	103	105	98	0.8	27
16	O=C(Nc1cc(N2CCCCC2)ncn1)c1ccccc1	100	97	97	10	3	.	98	99	96	0.6	18
17	FC(F)(F)c1ccccc1NC(=S)NN1CCOCC1	102	104	101	10	0	-3	102	107	101	-0.4	34
18	Cc1cc(N/C=C/C(=O)c2cccs2)ccc1F	97	97	96	8	4	1	96	100	97	0.7	21
19	CCNC(=O)c1ccc(-n2nc(C)cc2-c2ccccc2)cc1	97	99	98	10	13	-24	97	103	96	0.7	35
20	CCN(CC)C(=O)CSc1nc2ccccc2c(=O)n1CC	97	97	98	9	4	17	94	97	96	1.4	56
21	CCOc1ccc(C(=O)NCc2ccccc2OC)cc1	98	101	99	16	17	.	100	104	99	0.5	16
22	Cc1cc(C)n(C(=O)CCCCCC(=O)n2nc(C)cc2C)n1	99	98	99	31	10	2	99	102	96	0.7	20
23	Fc1cccc(CN2CCN(Cc3nc(-c4cnccn4)no3)CC2)c1	101	96	100	9	3	-8	99	99	98	0.4	12
24	COc1ccccc1N1CCN(C(=O)CN(c2ccccc2OC)S(=O)(=O)c2ccccc2)CC1	100	97	95	8	5	-17	97	95	96	1.8	18
25	O=C(O)C1CC=CCC1C(=O)N1CCCC1 (stereo not given)	106	101	105	8	2	.	97	107	100	0.3	13
26	CC(=O)NC(=C(Cl)Cl)S(=O)(=O)c1ccccc1	111	97	101	11	8	-6	101	101	92	-0.1	26
27	O=C(NN=C1C2CC3CC1CC(Cl)(C3)C2)c1ccccn1	101	98	98	10	1	-18	98	100	99	0.4	13
28	Cc1nnsc1SCCNC(=O)Nc1ccc(Cl)cc1	108	100	102	16	23	.	101	100	97	0.4	15
29	CSc1ccc(/C=N/N2CCN(Cc3ccc(C)cc3C)CC2)cc1	94	96	96	10	3	9	96	97	97	0.7	11
30	COc1ccc(C)cc1NC(=O)c1cnc2scc(C)n2c1=O	98	96	97	4	1	.	95	95	94	0.5	23
31	N#C/C(=C\c1ccc(F)cc1)c1n[nH]c(Cn2cncn2)n1	98	106	103	12	1	.	103	105	102	0.1	24
32	COC(=O)c1ccccc1NC(=O)/C=C/c1ccco1	95	99	101	12	7	31	98	105	98	-3.5	12
33	CC(C)C(=O)NC(C)C(c1cccs1)N1CCOCC1 (stereo not given)	101	106	101	13	5	.	101	105	100	0.7	31
34	CSCCC(NC(=O)c1cccc(S(=O)(=O)N2CCOCC2)c1)C(=O)Nc1cccc(C)c1 (stereo not given)	99	97	100	8	2	15	98	102	99	0.6	7
35	CCC/C=N/NC(=O)CNC(=O)c1ccccc1Cl	92	94	95	11	-1	17	93	95	91	-0.6	12
36	CC(C)(C)NCC(O)COc1ccccc1C(C)(C)C (stereo not given)	103	103	101	23	1	7	102	103	99	0.2	16
37	CCCCCn1c(CCCNC(=O)CC)nc2ccccc21	104	105	102	7	4	.	102	100	99	0.5	16
38	Cc1ccccc1-c1nc(CN2CCC(C(=O)NCc3ccco3)CC2)c(C)o1	96	98	95	9	2	.	96	97	95	0.5	46
39	CC(C)c1ccc(OCC(=O)NC(=S)Nc2ccc3c4c(cccc24)CC3)cc1	88	89	86	39	1	3	91	88	86	0.0	11
40	COCCn1nnnc1C(CC(C)C)N1CCN(c2ccccc2)CC1 (stereo not given)	97	102	98	19	0	.	100	101	100	0.1	24
41	CCN1CCCC1CN(Cc1cc2c(C)cc(C)cc2[nH]c1=O)C(=O)NC1CCCCC1 (stereo not given)	99	98	99	4	5	.	98	99	97	0.1	24
42	CN1CCN(c2ccc([N+](=O)[O-])c(-n3nc(-c4ccccc4)c4ccccc4c3=O)c2)CC1	103	100	100	13	26	.	98	99	98	18	31
43	Cc1cc(CSc2ccccc2)ccc1NC(=O)c1ccc(Cl)c([N+](=O)[O-])c1	102	105	103	16	1	-9	102	103	98	0.1	10
44	Cc1[nH]c2ccccc2c1C(=O)CSc1nc2ccccc2[nH]1	103	100	103	20	2	.	101	95	96	0.7	11
45	Cc1nnc(OCC(=O)NCCC2=CCCCC2)c2ccccc12	102	99	101	20	10	.	101	105	99	0.7	35
46	O=C(c1cc2nc(-c3ccco3)cc(C(F)(F)F)n2n1)N1CCN(c2ccc(F)cc2)CC1	97	98	98	7	2	0	99	99	98	0.6	11
47	COc1ccc(NS(=O)(=O)c2ccc(NC(=S)NC(=O)C(C)C)cc2)cc1	94	97	92	20	1	-13	98	100	93	0.0	11
48	Cc1ccc(C(C#N)c2ccc3c(C(F)(F)F)cc(C(F)(F)F)nc3n2)cc1 (stereo not given)	99	98	100	12	4	13	100	105	98	0.1	29
49	O=C(CN1CC(=O)Oc2ccccc21)NCc1ccco1	99	104	102	13	1	-9	105	102	101	0.1	65
50	c1ccc(C(Cc2nc(-c3ccncc3)no2)c2ccccc2)cc1	96	100	98	9	6	-22	99	103	96	1.3	30

Compounds 1 to 9, quoted:
cpd	mol	Rab7 wt GTP bind	Cdc42 wt	Rab2A wt mod	Avidin fluor	ABCG2 inh	Pf gametocyte	HRas wt GTP bind	Rac1 wt modul	Rac1 mut GTP	ABCB1 inh	GSH bead fluor
1	O=C(Nc1ccc(-c2nnc(-c3ccco3)o2)cc1)C(c1ccccc1)c1ccccc1	104	100	100	11	3	.	102	105	100	1.1	57
2	CCN(CC)c1cc(Cl)nc(N)n1	91	91	93	13	-1	.	89	94	92	-0.2	12
3	CC(C)Cn1c(SCC#N)nc2ccccc2c1=O	104	99	101	19	2	11	101	100	95	0.2	13
4	CC(C)(C)N(NC(=O)OCc1ccccc1)C(=O)c1ccccc1Cl	99	104	100	13	5	-7	101	106	99	0.3	15
5	CCOC(=O)c1ccc(NC(=O)CCc2nc(-c3ccc(Cl)cc3)no2)cc1	98	101	101	8	1	.	101	99	96	0.2	70
6	O=C(O)C1CC(=O)N(c2ccc(OCc3ccccc3)cc2)C1 (stereo not given)	104	102	101	9	1	.	101	108	98	0.2	13
7	COc1cc(C(O)P(=O)(OC2CCCCC2)c2ccc(N(C)C)cc2)cc(OC)c1OC (stereo not given)	96	102	101	14	0	-11	102	100	99	-0.1	23
8	O=[N+]([O-])c1ccc2nc(CN3CCCCC3)[nH]c2c1	98	97	97	5	7	18	98	101	98	0.6	24
9	Cc1ccc(NC(=O)CCn2c(=O)[nH]c3ccsc3c2=O)cc1	96	100	97	21	5	12	98	100	96	0.0	9

(listing goes on)
cpd	mol	Rab7 wt GTP bind	Cdc42 wt	Rab2A wt mod	Avidin fluor	ABCG2 inh	Pf gametocyte	HRas wt GTP bind	Rac1 wt modul	Rac1 mut GTP	ABCB1 inh	GSH bead fluor
51	O=C(Nc1ccccc1C(=O)N1CCNCC1)c1ccco1	104	98	100	6	9	.	103	105	99	1.2	14
52	C/C(CC(=O)Nc1ccc(C)c(Cl)c1)=N\NC(=O)Cc1ccccc1	101	96	99	9	-2	.	98	100	96	-0.5	5
53	CCOc1cc(/C=C\[N+](=O)[O-])ccc1OCC(=O)N1CCOCC1	103	94	98	23	1	1	98	94	93	0.2	8
54	OC(CN1C2=NCCN2c2ccccc21)c1ccccc1 (stereo not given)	104	105	105	6	2	13	105	105	102	0.7	25
55	CCOc1ccc2ccccc2c1/C=N/NC(=O)CNC(=O)C(c1ccccc1)c1ccccc1	100	101	99	14	0	.	101	102	100	-0.1	18
56	CCc1ccc(NC(=S)N2CCCC(C(F)(F)F)C2)cc1 (stereo not given)	99	95	96	5	2	-17	97	98	94	0.1	10
